Screening data (PubChem)
LYPLA2 inh – counter-screen for PME1 inhibitors: inhibitors of human LYPLA2. recombinant LYPLA2, FP-Rh probe fluorescence polarization. hit rate 0.38% among 320,000. O95372. inhibition, % at 5.9 µM;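 active means inhibition above the screen-wide mean plus 3 SD, limit set per campaign, cut at about 26% in these data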;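 further: 0% = LYPLA2 with DMSO and 100% = wells lacking LYPLA2 enzyme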
GSTO1 inh – counter-screen for RBBP9 inhibitors: inhibitors of human GSTO1 | recombinant GSTO1, activity-based probe fluorescence polarization | inhibition, % at 5.96 µM | hit rate 1.1% among 300,000 | AID 1974;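 active means inhibition above the campaign mean inhibition plus 3 SD, cut at about 35% in these data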;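 further: 0% = GSTO1-1 with DMSO and 100% = wells lacking GSTO1-1 enzyme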
Target sequence (P78417 whole entry, looked up): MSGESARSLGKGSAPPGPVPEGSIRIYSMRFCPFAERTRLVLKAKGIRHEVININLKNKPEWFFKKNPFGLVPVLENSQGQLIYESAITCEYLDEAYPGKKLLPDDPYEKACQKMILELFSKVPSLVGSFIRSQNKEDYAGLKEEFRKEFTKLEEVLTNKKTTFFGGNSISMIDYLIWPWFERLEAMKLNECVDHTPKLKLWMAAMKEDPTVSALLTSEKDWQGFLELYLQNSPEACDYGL
PAFAH1B3 FP inh – blocks human PAF acetylhydrolase 1B catalytic subunit 3. Q15102. recombinant PAFAH1B3, FP-rhodamine probe, fluorescence polarization. inhibition, % at 3.39 µM. hit rate 0.28% among 340,000. AID 492972;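 active means inhibition above the screen-wide average of all tested compounds plus 3 SD, cut at about 25% in these data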;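 further: 0% = enzyme with DMSO only and 100% = wells lacking PAFAH1B3 protein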
PAD4 FP inh – blocks human protein arginine deiminase 4. hit rate 0.41% among 330,000. AID 485272. inhibition, % at 6.36 µM. recombinant PAD4, RCA probe fluorescence polarization. Q9UM07;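 active means percent inhibition above a cutoff equal to the mean of all tested compounds plus 3 SD, cut at about 15% in these data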;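 further: 0% = PAD4 with RCA probe and DMSO and 100% = probe without PAD4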
Target sequence (Q9UM07 whole entry, looked up): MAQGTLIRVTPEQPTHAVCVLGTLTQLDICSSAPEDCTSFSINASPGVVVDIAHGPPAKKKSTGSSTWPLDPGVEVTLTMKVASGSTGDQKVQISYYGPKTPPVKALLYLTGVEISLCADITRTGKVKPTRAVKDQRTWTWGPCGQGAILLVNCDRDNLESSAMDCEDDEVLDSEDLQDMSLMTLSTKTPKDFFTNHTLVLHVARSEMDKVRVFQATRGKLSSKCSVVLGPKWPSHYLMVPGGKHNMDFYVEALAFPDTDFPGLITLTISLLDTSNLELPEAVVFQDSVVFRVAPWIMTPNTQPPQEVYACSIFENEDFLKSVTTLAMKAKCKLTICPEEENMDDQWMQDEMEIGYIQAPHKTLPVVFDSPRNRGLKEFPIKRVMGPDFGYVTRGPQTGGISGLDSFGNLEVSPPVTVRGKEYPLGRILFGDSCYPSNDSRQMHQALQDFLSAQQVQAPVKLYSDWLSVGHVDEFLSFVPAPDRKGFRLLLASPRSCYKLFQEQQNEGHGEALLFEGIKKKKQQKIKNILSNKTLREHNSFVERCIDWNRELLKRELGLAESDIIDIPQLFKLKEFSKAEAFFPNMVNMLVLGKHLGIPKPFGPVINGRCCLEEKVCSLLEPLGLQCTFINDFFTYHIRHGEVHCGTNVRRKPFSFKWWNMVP
PAFAH2 FP inh – PAFAH2 (human) inhibition | Q99487 | recombinant PAFAH2, FP-rhodamine activity probe, fluorescence polarization | inhibition, % at 3.39 µM | hit rate 0.99% among 340,000;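 active means inhibition above the mean over all tested compounds plus 3 SD, cut at about 30% in these data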;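 further: inhibitors block probe labeling of enzyme so polarization drops; 0% = enzyme with DMSO and 100% = wells lacking PAFAH2 protein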
pPAFAH inh – pPAFAH (human) enzyme inhibition; hit rate 1.5% among 330,000; inhibition, % at 3.39 µM; recombinant pPAFAH, FP-rhodamine probe fluorescence polarization; Q13093; AID 463082;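 active means inhibition above the mean inhibition across the screen plus 3 SD, cut at about 25% in these data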;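 further: inhibitors block binding of the rhodamine activity-based probe so polarization drops; 0% = enzyme with DMSO and 100% = wells lacking pPAFAH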
PME-1 inh – blocks human protein phosphatase methylesterase 1. Q9Y570. recombinant PME-1, FP-Rh probe fluorescence polarization. inhibition, % at 5.9 µM. hit rate 0.53% among 320,000;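 active means inhibition above the campaign mean of all compounds plus 3 SD, cut at about 26% in these data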;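 further: competitive labeling of PME-1 active site by serine hydrolase directed probe; 0% = PME-1 with DMSO and 100% = wells lacking PME-1 enzyme; inhibitors block probe labeling so polarization falls and inhibition rises; many of its hits are not listed in these tables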
PAFAH1B2 FP inh – PAFAH1B2 (human) inhibition; P68402; hit rate 1.2% among 340,000; recombinant PAFAH1B2, FP-rhodamine activity probe, fluorescence polarization; inhibition, % at 3.39 µM;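 active means inhibition above the mean of all tested compounds plus 3 SD, cut at about 24% in these data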;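 further: 0% = enzyme with DMSO and 100% = wells lacking PAFAH1B2; many of its hits are not listed in these tables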
LYPLA1 counter – blocks human lysophospholipase 1, a PME1 counter-screen; recombinant LYPLA1, FP-Rh probe fluorescence polarization; inhibition, % at 5.9 µM; hit rate 0.16% among 320,000; O75608;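 active means inhibition above the mean of all tested compounds plus 3 SD, set per campaign, cut at about 14% in these data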;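 further: inhibitors block serine hydrolase probe labeling of LYPLA1 so polarization falls; 0% = enzyme with DMSO and 100% = wells lacking LYPLA1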
Starred values were filed as active, the others as inactive. Some of the compounds tested; the hit share may differ from the screen's.

CCOC(=O)c1ccc(COC(=O)c2ccc3c(c2)-c2ccccc2C3=O)cc1 was read as LYPLA2 inh 5, GSTO1 inh -12, PAFAH1B3 FP inh 1, PAD4 FP inh -1, PAFAH2 FP inh -4, pPAFAH inh 2, PME-1 inh -7, PAFAH1B2 FP inh 3 and LYPLA1 counter -3.
CN=C1SC(CC(=O)Nc2ccc(C(=O)O)cc2)C(=O)N1C (stereo not given) was read as LYPLA2 inh 3, GSTO1 inh 0, PAFAH1B3 FP inh 4, PAD4 FP inh 1, PAFAH2 FP inh 0, pPAFAH inh 3, PME-1 inh -1, PAFAH1B2 FP inh 4 and LYPLA1 counter -1.
Screening COC(=O)c1ccccc1NC(=O)CSc1nncn1-c1ccccn1 returned LYPLA2 inh -3, GSTO1 inh 5, PAFAH1B3 FP inh 4, PAD4 FP inh 0, PAFAH2 FP inh -2, pPAFAH inh 3, PME-1 inh 1, PAFAH1B2 FP inh 1 and LYPLA1 counter -1.
For CC(C)NC(=O)/C(C#N)=C\c1ccc(N(C)C)o1 the results were LYPLA2 inh 4, GSTO1 inh 2, PAFAH1B3 FP inh 8, PAD4 FP inh 0, PAFAH2 FP inh -10, pPAFAH inh 3, PME-1 inh 8, PAFAH1B2 FP inh 1 and LYPLA1 counter -1.
O=C(c1ccco1)N1CCN(C(=O)C23CC4CC(CC(C4)C2)C3)CC1 was read as LYPLA2 inh 1, GSTO1 inh 4, PAFAH1B3 FP inh -7, PAD4 FP inh -1, PAFAH2 FP inh 4, pPAFAH inh -3, PME-1 inh 6, PAFAH1B2 FP inh 10 and LYPLA1 counter 4.
`CCC1CCCCN1CCCNC(=O)C1CCN(c2ncnc3c2nc2n3CCCCC2)CC1` (stereo not given) gave LYPLA2 inh -2, GSTO1 inh -1, PAFAH1B3 FP inh 2, PAD4 FP inh -1, PAFAH2 FP inh 4, pPAFAH inh 2, PME-1 inh -3, PAFAH1B2 FP inh -3 and LYPLA1 counter -2.
Cc1cccc(C)c1OCC(=O)N1CCc2ccccc2C1 was read as LYPLA2 inh 1, GSTO1 inh 5, PAFAH1B3 FP inh 10, PAD4 FP inh 0, PAFAH2 FP inh 0, pPAFAH inh -3, PME-1 inh 9, PAFAH1B2 FP inh -1 and LYPLA1 counter 4.
For C[C@@H]1CN([C@H](C)CO)C(=O)c2cc(NC(=O)Nc3ccc(C(F)(F)F)cc3)ccc2O[C@H]1CN(C)S(=O)(=O)c1ccccc1 the results were PAFAH1B3 FP inh -86, PAD4 FP inh 0, PAFAH2 FP inh -102, pPAFAH inh -28 and PAFAH1B2 FP inh -43.
Screening COc1ccc(NC(=O)COc2ccc(C)c(C)c2)cc1S(=O)(=O)N1CCCCC1 returned LYPLA2 inh -10, GSTO1 inh -2, PAFAH1B3 FP inh 3, PAD4 FP inh -3, PAFAH2 FP inh -3, pPAFAH inh -3, PME-1 inh -6, PAFAH1B2 FP inh 2 and LYPLA1 counter -4.
`O=C(O)c1ccc(NC(=O)C(c2ccccc2)c2ccccc2)cc1` gave LYPLA2 inh 0, GSTO1 inh -4, PAFAH1B3 FP inh 8, PAD4 FP inh -3, PAFAH2 FP inh 2, pPAFAH inh 10, PME-1 inh -5, PAFAH1B2 FP inh 8 and LYPLA1 counter 1.
Screening O=C1C=C(/C=C/C2C=CC=CC2)C[C@@H](c2ccc(Cl)cc2)C1 (stereo not given in full) returned LYPLA2 inh -2, PAFAH1B3 FP inh -6, PAD4 FP inh -8, PAFAH2 FP inh 3, pPAFAH inh 4, PME-1 inh -6, PAFAH1B2 FP inh 5 and LYPLA1 counter -2.
`COc1ccc(NC2CS(=O)(=O)CC2OC(=O)c2ccc(F)cc2)cc1` (stereo not given) gave LYPLA2 inh 1, GSTO1 inh 1, PAFAH1B3 FP inh 7, PAD4 FP inh -2, PAFAH2 FP inh -1, pPAFAH inh 0, PME-1 inh 10, PAFAH1B2 FP inh 1 and LYPLA1 counter 2.
Screening Nc1ccc(S(=O)(=O)NC2(C(F)(F)F)NC(=O)N(c3ccc(F)cc3)C2=O)cc1 (stereo not given) returned LYPLA2 inh -1, GSTO1 inh 0, PAFAH1B3 FP inh 13, PAD4 FP inh 0, PAFAH2 FP inh -12, pPAFAH inh 3, PME-1 inh -3, PAFAH1B2 FP inh 1 and LYPLA1 counter 0.
For C[N+]1(CC(=O)OCCCc2ccccc2)CCOCC1 the results were LYPLA2 inh 3, GSTO1 inh 5, PAFAH1B3 FP inh -1, PAD4 FP inh 1, PAFAH2 FP inh 3, pPAFAH inh 2, PME-1 inh -1, PAFAH1B2 FP inh 3 and LYPLA1 counter 0.
For Cc1ccc(C(c2nnnn2C(C)(C)C)N2CCN(C3CCCC3)CC2)cc1 (stereo not given) the results were LYPLA2 inh 0, GSTO1 inh 9, PAFAH1B3 FP inh 10, PAD4 FP inh -3, PAFAH2 FP inh -13, pPAFAH inh 2, PME-1 inh 8, PAFAH1B2 FP inh -2 and LYPLA1 counter -4.
Screening COc1ccccc1C(=O)Nc1cccc2c1CCCC2 returned LYPLA2 inh 2, GSTO1 inh -5, PAFAH1B3 FP inh 4, PAD4 FP inh -1, PAFAH2 FP inh 2, pPAFAH inh 5, PME-1 inh 11, PAFAH1B2 FP inh 4 and LYPLA1 counter -6.
Screening O=C(CN1CCN(c2ccccn2)CC1)Nc1ccc(OC(F)(F)F)cc1 returned LYPLA2 inh 8, GSTO1 inh 2, PAFAH1B3 FP inh 7, PAD4 FP inh -1, PAFAH2 FP inh 0, pPAFAH inh 5, PME-1 inh -1, PAFAH1B2 FP inh -5 and LYPLA1 counter 2.
`Cc1ccc(S(=O)(=O)NCC(c2cccnc2)N2CCN(Cc3ccccc3)CC2)cc1` (stereo not given) gave LYPLA2 inh 8, GSTO1 inh -2, PAFAH1B3 FP inh 7, PAD4 FP inh -4, PAFAH2 FP inh 4, pPAFAH inh 2, PME-1 inh 3, PAFAH1B2 FP inh 6 and LYPLA1 counter -2.
`Cc1cccc(C(=O)O)c1[N+](=O)[O-]` gave LYPLA2 inh -3, PAFAH1B3 FP inh 9, PAD4 FP inh -7, PAFAH2 FP inh 6, pPAFAH inh 1, PME-1 inh -4, PAFAH1B2 FP inh 7 and LYPLA1 counter -1.
Screening COc1ccc([C@H]2CC(=O)C=C(c3c(OC)cccc3OC)C2)cc1 returned LYPLA2 inh 0, PAFAH1B3 FP inh 7, PAD4 FP inh -8, PAFAH2 FP inh -3, pPAFAH inh -1, PME-1 inh 2, PAFAH1B2 FP inh -2 and LYPLA1 counter 0.
Screening COC(=O)c1c(C(=O)OC)c(-c2ccc(C)cc2)n2c1CCC2 returned LYPLA2 inh 1, GSTO1 inh -3, PAFAH1B3 FP inh -8, PAD4 FP inh -6, PAFAH2 FP inh -5, pPAFAH inh 6, PME-1 inh 5, PAFAH1B2 FP inh -3 and LYPLA1 counter 1.
Cc1ccccc1N(CC(=O)N1CCc2ccccc2C1)S(C)(=O)=O was read as LYPLA2 inh -1, GSTO1 inh 2, PAFAH1B3 FP inh 5, PAD4 FP inh -4, PAFAH2 FP inh -1, pPAFAH inh 4, PME-1 inh -1, PAFAH1B2 FP inh 10 and LYPLA1 counter 0.
Cc1ccc(C(c2nnnn2C2CCCCC2)N2CCN3CCCC3C2)cc1 (stereo not given) was read as LYPLA2 inh 3, GSTO1 inh 6, PAFAH1B3 FP inh 5, PAD4 FP inh -1, PAFAH2 FP inh 11, pPAFAH inh 0, PME-1 inh 1, PAFAH1B2 FP inh -2 and LYPLA1 counter -2.
`CN(C)S(=O)(=O)c1cccc(COC(=O)c2ccc3c(c2)OCO3)c1` gave LYPLA2 inh 2, GSTO1 inh 6, PAFAH1B3 FP inh 3, PAD4 FP inh 0, PAFAH2 FP inh 31*, pPAFAH inh 8, PME-1 inh -1, PAFAH1B2 FP inh 3 and LYPLA1 counter -1.
`O=C(/C=C/Sc1ccccc1)c1ccccc1` gave LYPLA2 inh 6, GSTO1 inh 9, PAFAH1B3 FP inh 5, PAD4 FP inh 4, PAFAH2 FP inh 7, pPAFAH inh -3, PME-1 inh 2, PAFAH1B2 FP inh -1 and LYPLA1 counter 2.
`CCOc1ccc(C(=O)NCc2ccco2)cc1` gave LYPLA2 inh 1, GSTO1 inh 0, PAFAH1B3 FP inh -2, PAD4 FP inh 0, PAFAH2 FP inh -2, pPAFAH inh -5, PME-1 inh 4, PAFAH1B2 FP inh 4 and LYPLA1 counter -1.
For O=C(NNC(=O)c1cccnc1)NC1CCCCC1 the results were LYPLA2 inh 2, GSTO1 inh 3, PAFAH1B3 FP inh -5, PAD4 FP inh -2, PAFAH2 FP inh -2, pPAFAH inh -2, PME-1 inh -5, PAFAH1B2 FP inh 3 and LYPLA1 counter -4.
CCN1CCc2c(OCC(=O)N3N=C(c4cccs4)CC3c3ccc(F)cc3)cccc2C1=O (stereo not given) was read as LYPLA2 inh -4, GSTO1 inh -2, PAFAH1B3 FP inh -5, PAD4 FP inh 1, PAFAH2 FP inh -8, pPAFAH inh 3, PME-1 inh 0, PAFAH1B2 FP inh -3 and LYPLA1 counter -3.
`Cc1nc2cc(NC(=O)Nc3ccc(Br)cc3)ccc2o1` gave LYPLA2 inh 9, GSTO1 inh 10, PAFAH1B3 FP inh 1, PAD4 FP inh -1, PAFAH2 FP inh -7, pPAFAH inh 6, PME-1 inh -102, PAFAH1B2 FP inh 0 and LYPLA1 counter -8.
Cn1c(=O)n(C)c2cc(S(=O)(=O)NCc3ccccc3)ccc21 was read as LYPLA2 inh 0, GSTO1 inh -4, PAFAH1B3 FP inh 2, PAD4 FP inh 4, PAFAH2 FP inh 0, pPAFAH inh 4, PME-1 inh 1, PAFAH1B2 FP inh 0 and LYPLA1 counter -3.
CCOC(=O)c1sc(NC(=O)c2cccc(S(=O)(=O)N3CCN(C)CC3)c2)cc1C was read as LYPLA2 inh -13, GSTO1 inh -2, PAFAH1B3 FP inh 6, PAD4 FP inh -2, PAFAH2 FP inh 1, pPAFAH inh 0, PME-1 inh -2, PAFAH1B2 FP inh -4 and LYPLA1 counter -10.
For Nc1nnc(SCC(=O)N2CCCCC2)s1 the results were LYPLA2 inh 4, GSTO1 inh 4, PAFAH1B3 FP inh -4, PAD4 FP inh -11, PAFAH2 FP inh 4, pPAFAH inh -3, PME-1 inh 8, PAFAH1B2 FP inh 2 and LYPLA1 counter 0.
`Cc1nn(-c2ncc(C(F)(F)F)cc2Cl)c(=O)n1-c1ccccc1F` gave LYPLA2 inh -3, GSTO1 inh -2, PAFAH1B3 FP inh 4, PAD4 FP inh -3, PAFAH2 FP inh 4, pPAFAH inh 0, PME-1 inh 1, PAFAH1B2 FP inh 1 and LYPLA1 counter 4.
For Cc1ccc(CNC(=O)CCNC(=O)Cn2ccc3ccccc3c2=O)o1 the results were LYPLA2 inh 5, GSTO1 inh 2, PAFAH1B3 FP inh 4, PAD4 FP inh 2, PAFAH2 FP inh -1, pPAFAH inh 0, PME-1 inh -3, PAFAH1B2 FP inh 3 and LYPLA1 counter 0.
O=C(O)C1CC=CCC1C(=O)NCCCCc1ccccc1 (stereo not given) was read as LYPLA2 inh -5, GSTO1 inh -27, PAFAH1B3 FP inh 6, PAD4 FP inh 2, PAFAH2 FP inh 1, pPAFAH inh 2, PME-1 inh -3, PAFAH1B2 FP inh 13 and LYPLA1 counter -1.
Screening O=[N+]([O-])c1ccc(-n2nnnc2-c2ccccc2)c([N+](=O)[O-])c1 returned LYPLA2 inh 6, GSTO1 inh 16, PAFAH1B3 FP inh -1, PAD4 FP inh -2, PAFAH2 FP inh 6, pPAFAH inh 2, PME-1 inh -1, PAFAH1B2 FP inh 5 and LYPLA1 counter -1.
